TWEAK Fn14 block: inhibitors of TWEAK-Fn14 interaction signaling | TWEAK-stimulated Fn14 reporter cells, luciferase luminescence, 8 h | inhibition, % at 10 µM | 2% of 360,000 active | AID 1159606; in the data active = inhibition above about 50%
SRC3 inh: inhibits human SRC3 coactivator; Q9Y6Q9; HEK293 GAL4-SRC3 luciferase reporter, luminescence; inhibition, % at 3.6 µM; 0.17% of 360,000 active;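 active = inhibition above a per-campaign cutoff, the mean of all compounds plus 3 SD, cut at about 60% in these data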;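 note: 0% = DMSO-treated cells and 100% = gossypol-treated cells at 36 µM; higher means less SRC3-driven luciferase light from the GAL4 reporter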
TRAIL sens C8: caspase-8 TRAIL sensitization. NB7+C8 cells + TRAIL, ATPlite viability luminescence. inhibition (viability loss, TRAIL sensitization), % at 10 µM. 1% of 360,000 active;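 active = compounds causing at least 50% loss of cell viability in the single-dose screen, relative to plate controls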
Shn3 3UTR inh: inhibitors of Schnurri-3 3'UTR reporter in osteoblasts. 0.52% of 360,000 active. Clone20 osteoblast Shn3 3'UTR firefly luciferase, 24 h. inhibition, % at 12.5 µM;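 active = mean inhibition of at least 75% with every replicate also reaching 75%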;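 note: 0% = median of neutral control wells and 100% = pilot-screen positive control compound; some compounds past the cut are filed as inactive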
TROY NFkB inh: blocks TROY-dependent signaling in reporter cells; inhibition, % at 10 µM; Q293 LMP1-TROYcd NF-kB luciferase reporter, 4 h; AID 1347056; 0.98% of 360,000 active;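 active = compounds whose plate-normalised and pattern-corrected inhibition of the luciferase reporter signal at the single screening dose is 50% or more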
SRC1 inh: inhibits human SRC1 coactivator; inhibition, % at 3.6 µM; HEK293 GAL4-SRC1 luciferase reporter, luminescence; AID 588354; Q15788; 0.12% of 360,000 active;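 active = inhibition above the campaign mean plus 3 SD, with each screening campaign given its own cutoff, cut at about 60% in these data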;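 note: 0% = DMSO treated cells and 100% = gossypol at 36 µM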
LMP1 NFkB inh: inhibitors of Epstein-Barr LMP1-induced NF-kappaB reporter; LMP1-induced NF-kappaB luciferase reporter cells, luminescence; inhibition, % at 12.5 µM; 0.69% of 350,000 active; AID 504558; in the data active = inhibition above about 41%;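 note: 0% = neutral control wells and 100% = reference inhibitor control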
COUP-TFII inh: blocks human COUP-TFII nuclear receptor; 0.7% of 370,000 active; inhibition, % at 8.6 µM; HEK293T NGFI-A luciferase reporter, luminescence; P24468;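 active = inhibition above a per-plate cutoff, mean inhibition of test wells between control levels plus 3 SD, cut at about 38% in these data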;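 note: cells cotransfected with COUP-TFII expression vector driving the NGFI-A reporter; 0% = median of COUP-TF2 test wells and 100% = reporter-only cells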
KKLEB tox: counter-screen for CF NF-kB inhibitors: cytotoxicity. KKLEB CF airway cells viability, ATPlite luminescence, overnight; hits give low values; cells stimulated with P. aeruginosa culture filtrate. activity change (cytotoxicity), % at 5 µM. 0.36% of 360,000 active. AID 602141;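 active = corrected activity change at or below -50% at 5 µM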
CF NFkB block: inhibitors of cystic fibrosis induced NF-kB. KKLEB NF-kB-GFP reporter, PAF-induced, GFP fluorescence overnight. inhibition, % at 5 µM. 0.86% of 360,000 active. AID 588850;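 active = at least 50% inhibition at 5 µM, scaled per plate between neutral and stimulator controls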;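 note: PAF is a Pseudomonas aeruginosa culture filtrate used as stimulus; plate controls were PAF-stimulated DMSO wells for no effect and unstimulated DMSO wells for full effect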
LRH-1 inv ag: suppresses constitutive activity of human LRH-1. O00482. inhibition, % at 3.6 µM. 0.13% of 360,000 active. AID 602396. HEK293T StAR-luciferase reporter, LRH-1 transfected, 24 h;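 active = inhibition above the mean inhibition of all tested compounds plus 3 SD, cut at about 73% in these data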;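 note: 0% = DMSO wells and 100% = reporter-only cells lacking LRH-1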
Starred values were filed as active, the others as inactive; . = not tested or not shown. The list is partial; rates above refer to the full screens.

Compound	TWEAK Fn14 block	SRC3 inh	TRAIL sens C8	Shn3 3UTR inh	TROY NFkB inh	SRC1 inh	LMP1 NFkB inh	COUP-TFII inh	KKLEB tox	CF NFkB block	LRH-1 inv ag
OC[C@H]1O[C@H](OC[C@H]2OC(O)[C@H](O)[C@@H](O)[C@@H]2O)[C@H](O)[C@@H](O)[C@@H]1O (stereo not given in full)	-3	15	2	12	0	-8	-7	-4	-13	2	-15
CCCCNC(=O)OC1CC2CC1[C@H]1CCCCN1C2=O (stereo not given in full)	8	.	-4	.	-1	.	.	1	.	.	-8
CC(=O)Oc1c(S(=O)(=O)c2ccc(C)cc2)c(C)nn1C(C)(C)C	-11	-5	12	3	3	0	16	-10	1	12	29
CCCn1nnc(NC(=O)c2ccc(Br)o2)n1	-4	15	3	-7	-33	-24	-7	-12	-1	-2	-13
CSc1cccc(CNC(=O)C2CCC(=O)N(CCc3ccccc3)C2)c1 (stereo not given)	-23	-17	-15	-16	-36	-26	-4	-4	0	14	-15
CCC(C)N(C(=O)CSc1nc(-c2cccs2)nc2ccccc12)C1CCS(=O)(=O)C1 (stereo not given)	26	11	21	5	-7	-22	-6	-4	-12	6	16
CC(=O)N1CCc2cc(S(=O)(=O)NC(CC(C)C)C(=O)Nc3ccc4c(c3)OCCO4)ccc21 (stereo not given)	57*	6	2	16	8	-11	-41	-4	-9	10	17
Cc1ccc(NC(=O)c2c3c(nc4ccccc24)CCC3)cc1	5	-12	13	22	8	-8	8	19	-11	-8	3
CCCCN1CC[C@H]2C=CC[C@@H](C(=O)Nc3ccccc3)[C@H]2C1=O	6	12	8	-23	3	8	1	3	-2	-18	-3
COc1cc(C2CC(=O)c3c(O)cc(O)cc3O2)ccc1O (stereo not given)	-15	17	-5	0	-1	6	-1	4	-2	16	-27
CCC(=O)Nc1nc2c(OC)ccc(OC)c2s1	7	-3	2	-11	-24	-12	-2	0	8	-35	4
Cc1noc(C)c1S(=O)(=O)NC1CCN(Cc2ccccc2)CC1	4	2	-8	-10	-9	4	-2	-2	-1	-8	0
COc1ccc(/C=C(\C#N)C(=O)OCC(=O)N(C)C2CCS(=O)(=O)C2)cc1 (stereo not given)	-9	33	7	-6	3	2	-2	12	-13	21	26
Cc1cc(C(F)(F)F)nn1CC(=O)N1CCCCC1C (stereo not given)	83*	8	-15	-15	.	14	-1	2	2	2	1
NC(=O)c1nsc(C(=O)N(Cc2ccc(F)cc2)C(C(=O)NCC2CCCO2)c2ccc(F)cc2)c1N (stereo not given)	7	18	-9	2	-4	5	3	-11	-4	9	-7
CC(c1ccon1)N(C)Cc1cn[nH]c1-c1ccc(-c2ccccc2)cc1 (stereo not given)	-11	-2	-4	-5	-35	-11	2	7	3	0	-25
CC(C)(C)c1sc(N)nc1-c1ccccc1	0	12	8	3	2	-8	1	10	-3	26	-5
CCC(=O)NC(C)C(c1cccs1)N1CCN(c2ccccc2)CC1 (stereo not given)	-15	4	7	20	5	0	-6	15	7	-18	0
NC(c1csc(Nc2nncc3ccccc23)n1)c1ccccc1Cl (stereo not given)	3	2	-3	-6	-12	-8	.	14	-18	12	-14
O=C(NCCc1nnc2ccc(N3CCCCCC3)nn12)c1ccccc1F	-5	-1	-9	9	-28	15	0	-7	-2	-5	-12
COc1ccc(C(=O)COC(=O)CCN=C2NS(=O)(=O)c3ccccc32)cc1OC	-2	9	-6	-11	0	-12	6	2	5	-1	-8
CC(=O)Nc1ccc(N(CC(=O)NCC2CCCO2)C(=O)CCC(=O)Nc2cc(C)on2)cc1 (stereo not given)	20	-7	-3	-18	-5	4	-8	1	3	-14	-2
COCCn1c(N2CCN(c3ccc(OC)cc3)CC2)nc2c1c(=O)n(C)c(=O)n2C	4	1	-2	4	-7	-13	15	5	3	-6	-12
COc1ccc(C(CNC(=O)c2ccc(NS(=O)(=O)c3ccc(F)c(C)c3)cc2)N2CCOCC2)cc1 (stereo not given)	9	11	8	14	-10	-13	-5	-8	-9	15	-3
COc1cccc(/C=C2\SC(=S)N(c3cccnc3)C2=O)c1OC	27	-11	-1	15	7	-4	-4	-26	-11	12	9
Cc1cc(C)c(NC(=O)CN2C(=O)NC(CCc3ccccc3)C2=O)c(C)c1 (stereo not given)	11	11	15	5	11	-18	0	5	3	16	-15
CC(C)CN1C(=O)C(=O)N(CC(=O)NC(C)CCc2ccccc2)C1=O (stereo not given)	1	7	-6	-17	-13	-18	-6	8	11	-10	5
O=C1c2[nH]nc(-c3ccccc3O)c2C(c2cccc(Cl)c2)N1Cc1ccco1 (stereo not given)	29	3	4	-5	24	11	1	11	-1	6	8
COc1ccc(/C=N/NC(=O)CN(Cc2ccccc2)S(=O)(=O)c2ccc3c(c2)OCCO3)cc1	-12	1	-5	5	23	-24	3	12	11	-37	-9
Cc1cccnc1NC(=O)Nc1cccs1	2	-36	20	-37	-24	-19	-3	-27	-7	-6	-44
O=C(Nc1nc(-c2cc(F)ccc2F)cs1)c1cccc(N2C(=O)CCC2=O)c1	24	5	4	21	1	-5	-1	-28	1	-32	6
Cc1nc(-c2ccc(F)cc2)c(CC(=O)N2CCN(S(=O)(=O)c3ccc(F)cc3)CC2)s1	5	10	1	20	-1	-1	-8	1	-1	-20	-40
CCOc1ccc(C(=O)Nc2cccc(C)n2)cc1	63*	-69	57*	-9	15	-93	17	-17	3	-7	-102
Cc1cccc(-c2cc(C(=O)Nc3c(C)n(C)n(-c4ccccc4)c3=O)c3ccccc3n2)c1	22	2	12	31	9	-12	1	-27	3	-49	11
CCNC(=S)N1CCC(C(O)(c2ccccc2)c2ccccc2)CC1	15	1	0	8	-6	7	5	-5	-12	-11	-7
O=C(CSc1cn(CCNC(=O)c2ccccc2)c2ccccc12)NCc1ccco1	11	-22	6	-13	24	-5	-4	-10	6	9	-26
COc1ccc(NC2CCCN(C(=O)c3cn(C)c4ccccc34)C2)cc1 (stereo not given)	-4	8	-22	-17	3	6	4	-2	-12	9	-12
CC(=O)Oc1ccccc1C1C[C@]2(C)CC(=O)NC2N1C(C)=O (stereo not given in full)	-11	8	1	-10	6	-16	-8	-1	-1	-4	6
O=C(Nc1ccc2nc3n(c(=O)c2c1)CCCC3)c1cncc(Br)c1	-3	1	-2	2	-26	-8	1	13	-21	25	10
O=C(OCC(=O)N1CCN(c2ccccc2)CC1)c1ccc(O)cc1O	-4	-5	14	-2	-6	6	-2	2	8	-15	-9
COc1cc(NC(=O)c2cccs2)c(OC)cc1NC(=O)CCC(=O)Nc1ccc2ncccc2c1	10	-5	-17	10	-5	-3	-12	-4	10	-12	-4
C=CCN(c1cccc(C(F)(F)F)c1)S(=O)(=O)c1cccc(C(=O)OCC(=O)NC(N)=O)c1	6	9	5	0	5	-12	1	19	-7	9	-10
CCC(=O)N1CCc2cc(S(=O)(=O)NC(Cc3ccccc3)C(=O)O)ccc21 (stereo not given)	16	-8	-16	-22	-5	8	1	-33	8	-3	9
Cc1nc2cc(C(F)(F)F)ccc2n1C1CCN(C(=O)N2CCOCC2)CC1	0	8	2	12	-8	1	-10	-14	0	-10	-3
O=C(CN1C(=O)c2ccccc2S1(=O)=O)c1ccccc1Cl	102*	20	46	63	85*	14	67*	63*	-7	12	12
CCOC(=O)CN1CCC(c2ccccc2)CC1	-30	5	-5	-10	16	7	-12	-4	-12	3	-24
Cc1cc(NCCc2ccccc2F)n2ncnc2n1	5	-4	-4	0	4	3	7	-8	3	-17	-9
O=C(COC(=O)COc1ccc(Cl)cc1)NCc1cccs1	-3	15	-13	5	16	-14	-3	-11	-3	-5	7
O=C(NCCc1ccccc1F)C1CC(O)CN1C(=O)Nc1ccccc1 (stereo not given)	10	7	-8	6	5	2	4	16	9	-15	3
CC(C)(C)OC(=O)NNc1c2ccccc2nc2ccccc12	-8	-24	25	24	3	-12	7	-14	-9	-32	-27
COc1ccc(CNC(=O)c2cc(-n3cnnc3)ccc2Cl)cc1	0	11	-3	6	-5	16	2	-26	0	-7	3
COc1cccc(CN2CC(C(=O)N(C)CC3CCOCC3)CCC2=O)c1 (stereo not given)	22	20	-2	1	7	-29	7	7	-6	21	-16
CC(=O)N(C)c1ccc(NC(=O)Nc2ccc(C)cc2)cc1	-13	-10	2	-31	-51	-50	-11	-33	-7	5	-20
Cc1ccc(OCC(O)CN2CCN(CCO)CC2)c(C)c1 (stereo not given)	5	-12	-10	-7	6	-15	0	1	-4	13	-7
COc1ccc(C(=O)NNC(=O)C(NC(=O)c2cc(OC)cc(OC)c2)C(C)C)cc1 (stereo not given)	-2	-11	6	1	-1	-7	5	-6	1	1	-7
C=CCn1c(SC)nnc1C1COc2ccccc2O1 (stereo not given)	-9	16	-9	-24	3	-22	-6	9	0	1	5
O=C(c1ccc2ccccc2n1)N1CCN(c2ccccn2)CC1	-2	-10	1	-30	-32	5	6	9	-8	-2	5
O=C(CN1CCN(c2ccccc2)CC1)Nc1c(C(=O)C2CC2)oc2ccccc12	0	10	1	10	-15	-18	8	12	14	18	-17
COCc1cc(Sc2ccc(Cl)cc2)nc(C)n1	12	7	-1	-12	22	-19	6	-1	-32	24	1
CCOc1ccccc1NC(=O)C1(S(=O)(=O)c2ccc(Cl)cc2)CC1	0	-8	1	2	-3	-4	2	-5	-6	8	5

2 records drawn at random from those above, as already listed:
Compound	TWEAK Fn14 block	SRC3 inh	TRAIL sens C8	Shn3 3UTR inh	TROY NFkB inh	SRC1 inh	LMP1 NFkB inh	COUP-TFII inh	KKLEB tox	CF NFkB block	LRH-1 inv ag
O=C(NCCc1ccccc1F)C1CC(O)CN1C(=O)Nc1ccccc1 (stereo not given)	10	7	-8	6	5	2	4	16	9	-15	3
O=C(Nc1nc(-c2cc(F)ccc2F)cs1)c1cccc(N2C(=O)CCC2=O)c1	24	5	4	21	1	-5	-1	-28	1	-32	6

New compounds follow.
Compound	TWEAK Fn14 block	SRC3 inh	TRAIL sens C8	Shn3 3UTR inh	TROY NFkB inh	SRC1 inh	LMP1 NFkB inh	COUP-TFII inh	KKLEB tox	CF NFkB block	LRH-1 inv ag
CC1CCCC(C)N1CCCNC(=O)C1CCCN(S(=O)(=O)N2CCCCC2)C1 (stereo not given)	-18	8	-7	6	4	7	-6	8	4	-13	-17
CCN(C1CCCCC1)S(=O)(=O)c1ccc(OC)c(C)c1	27	20	2	12	6	9	0	10	-6	6	12
CC(=O)Oc1ccc(N(C(C)=O)S(=O)(=O)c2ccc(C)c([N+](=O)[O-])c2)cc1	1	21	1	15	1	3	9	16	7	-3	7
CCC(C)(C)NC(=O)CN(C(=O)CCC(=O)Nc1nccs1)c1cccc(C)c1C	-4	-8	-14	20	-18	3	2	1	4	-9	12
CN(C(=O)CO/N=C/c1ccc(OC(F)F)cc1)C1CCS(=O)(=O)C1 (stereo not given)	4	1	0	-5	15	5	-5	7	10	2	11
COc1ccc(C(C#N)c2ccc(Cl)nn2)cc1 (stereo not given)	-16	-9	-1	0	-3	-5	-7	-10	13	-12	2

From PubChem
